# Peg3 prom inh = inhibitors of Peg3 promoter | 360,000 compounds, 1.7% hits | inhibition, % at 20 µM | HeLa PEG-Prom luciferase reporter, luminescence, overnight;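 active = inhibition of at least 50% at 20 µM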
# TRAIL sens C8 = sensitizes caspase-8 expressing cells to TRAIL. NB7+C8 cells + TRAIL, ATPlite viability luminescence. inhibition (viability loss, TRAIL sensitization), % at 10 µM. 360,000 compounds, 1% hits;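 active = compounds causing at least 50% loss of cell viability in the single-dose screen, relative to plate controls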
# CF NFkB block = cystic fibrosis NF-kB activation inhibition; KKLEB NF-kB-GFP reporter, PAF-induced, GFP fluorescence overnight; inhibition, % at 5 µM; 360,000 compounds, 0.86% hits; AID 588850;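 active = at least 50% inhibition at 5 µM, scaled per plate between neutral and stimulator controls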;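 note: PAF is a Pseudomonas aeruginosa culture filtrate used as stimulus; plate controls were PAF-stimulated DMSO wells for no effect and unstimulated DMSO wells for full effect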
# TROY signal inh = blocks TROY-dependent signaling in reporter cells; Q293 LMP1-TROYcd NF-kB luciferase reporter, 4 h; inhibition, % at 10 µM; 360,000 compounds, 0.98% hits; AID 1347056;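 active = compounds whose plate-normalised and pattern-corrected inhibition of the luciferase reporter signal at the single screening dose is 50% or more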
# KKLEB tox = reduces viability of KKLEB cystic fibrosis airway cells; activity change (cytotoxicity), % at 5 µM; KKLEB CF airway cells viability, ATPlite luminescence, overnight; active compounds read low; cells stimulated with P. aeruginosa culture filtrate; 360,000 compounds, 0.36% hits;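 active = corrected activity change at or below -50% at 5 µM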
# HIF-2a block = HIF-2a inhibition; inhibition, % at 18.8 µM; 360,000 compounds, 0.72% hits; 786-0 RCC cells HIF-2a reporter, luciferase luminescence, overnight;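 active = inhibition of the luminescence signal of 40% or more relative to plate controls, in a single-dose primary screen at 18.75 µM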
# NR2E3 ag-1 = activates human NR2E3 receptor; inhibition of corepressor binding, % at 3.98 µM; 360,000 compounds, 0.35% hits; CHO-S Gal4-NCOR/VP16-NR2E3 two-hybrid, luciferase; AID 602229;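 active = inhibition above the mean of all tested compounds plus 3 SD, cut at about 70% in these data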;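 note: 0% = DMSO with NR2E3 transfected cells and 100% = cells lacking NR2E3 construct; higher means lower luciferase signal from less NR2E3 corepressor binding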
# Target sequence (Q9Y5X4 whole entry, looked up, the tested form may be a part): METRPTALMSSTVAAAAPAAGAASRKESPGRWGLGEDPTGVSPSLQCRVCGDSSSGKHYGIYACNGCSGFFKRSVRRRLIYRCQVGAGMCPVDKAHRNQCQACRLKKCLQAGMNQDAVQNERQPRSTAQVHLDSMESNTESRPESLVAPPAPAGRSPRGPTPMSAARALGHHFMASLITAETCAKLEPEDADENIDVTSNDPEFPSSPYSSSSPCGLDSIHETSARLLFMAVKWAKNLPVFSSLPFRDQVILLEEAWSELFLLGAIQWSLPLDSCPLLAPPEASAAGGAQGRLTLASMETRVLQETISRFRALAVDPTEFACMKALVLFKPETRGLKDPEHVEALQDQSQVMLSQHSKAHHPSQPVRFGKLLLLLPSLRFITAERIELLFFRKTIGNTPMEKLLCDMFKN
# TWEAK-Fn14 inh = blocks TWEAK-Fn14 interaction in a reporter cell assay; TWEAK-stimulated Fn14 reporter cells, luciferase luminescence, 8 h; inhibition, % at 10 µM; 360,000 compounds, 2% hits; AID 1159606; in the data active = inhibition above about 50%
# Shn3 inh set2 = inhibitors of Schnurri-3 3'UTR reporter in osteoblasts. Clone20 osteoblast Shn3 3'UTR firefly luciferase, 24 h. inhibition, % at 12.5 µM. 360,000 compounds, 0.52% hits. AID 588674;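 active = mean inhibition of at least 75% with every replicate also reaching 75%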;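 note: 0% = median of neutral control wells and 100% = pilot-screen positive control compound; some compounds past the cut are filed as inactive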
# NR2E3 ag-2 = activates human photoreceptor nuclear receptor NR2E3. AID 2300. GST-NR2E3/biotin-RetCOR TR-FRET, 1536-well. 320,000 compounds, 0.12% hits. inhibition of corepressor binding, % at 4.78 µM. Q9Y5X4;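 active = percent inhibition above the cutoff of mean plus 3 SD of all tested compounds, set per screening campaign, cut at about 20% in these data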;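 note: 0% = DMSO wells and 100% = biotin wells as full block of FRET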
#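 Material – GST-tagged NR2E3 plus biotinylated RetCOR corepressor · Quantity – NR2E3 fusion 1.35 nM · Times – 5 h incubation at 4 °C · Medium – pH 7.5 Tris-based buffer · Technique – TR-FRET, Eu(K)-anti-GST donor, streptavidin-D2 acceptor, ex 340, em 617/671 nm · Benchmarks – high control biotin, low control 0.6% DMSO · Format – 1536-well plates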
# MITF TRPM1 inh = MITF TRPM1 promoter inhibition in SK-MEL-5 cells; SK-MEL-5 TRPM1 promoter luciferase, 24 h; 330,000 compounds, 0.83% hits; AID 488899; inhibition, % at 12.5 µM;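 active = mean inhibition across replicates of 60% or more, whatever share of single replicates reaches that level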; note: values of inactives mirror those of a sister screen read the other way
# An asterisk follows results filed as active; . = not tested or not shown. A portion of the library. The share of hits here may be higher or lower than overall.
SMILES,Peg3 prom inh,TRAIL sens C8,CF NFkB block,TROY signal inh,KKLEB tox,HIF-2a block,NR2E3 ag-1,TWEAK-Fn14 inh,Shn3 inh set2,NR2E3 ag-2,MITF TRPM1 inh
CC(NC(=O)OCc1ccccc1)C(=O)NCC(=O)NC(Cc1ccc(OC(C)(C)C)cc1)C(=O)OC(C)(C)C (configuration not stated),7,-16,19,13,10,10,2,-1,8,1,-4
COc1ccc(N2CCN(C(=O)NC(=O)c3ccccc3)CC2)cc1,12,-1,-7,9,14,15,9,-5,-5,-4,5
CN1C(C(=O)Nc2ccc(OC(F)(F)F)cc2)=CC(c2ccco2)=NS1(=O)=O,-25,34,2,5,0,-14,-4,-4,-5,3,-8
Cc1ccc(C(=O)OCc2ccc3c(c2)OCO3)cc1S(=O)(=O)N1CCCCC1,18,0,20,9,-2,9,-24,0,27,-4,12
Cc1cc(C)cc(NC(=O)CSc2nc3nc(C)cc(C)c3c(=O)[nH]2)c1,42,-15,-5,-3,-17,10,42,10,11,3,-8
CCOC(=O)c1cn2nc(Oc3cccc(C(F)(F)F)c3)ccc2n1,10,3,-1,-16,-2,6,38,8,-7,0,5
Cc1cnc(NC(=O)Cc2ccc(S(=O)(=O)N3CCOCC3)s2)s1,-94,-5,1,-3,13,-103,-66,-6,-9,.,-10
CN=c1scc(-c2ccccc2F)n1/N=C/c1ccc(O)c(O)c1O,-73,84*,-3,92*,-34,-47,-98,99*,88*,.,86*
O=C(O)Cc1c(-c2ccccc2)c2cc(Br)ccc2[nH]c1=O,6,-5,-23,10,14,9,-29,-2,2,-1,2
Cc1ccnc(NS(=O)(=O)c2ccc(NC(=O)C34CC5CC(C)(CC(C)(C5)C3)C4)cc2)n1,10,-2,-15,6,3,5,9,-38,-8,-4,1
O=C(CN(C(=O)c1csnn1)c1ccccc1Cl)NC1CCCC1,10,-32,-3,-4,8,14,-8,17,-9,-2,2
CCOC(=O)N1CCN(C(=O)C2CCN(Cc3nc(-c4ccccc4C)oc3C)CC2)CC1,5,3,32,7,4,-4,-25,2,29,4,15
COc1ccc(C(F)(F)F)cc1N/C=C\c1nnnn1-c1ccccc1,5,-17,0,-30,4,4,-29,-15,6,5,0
CCOC(=O)N1CCC(N(CCCOC)C(=O)Nc2cccc(OC)c2)CC1,-1,12,-2,-9,5,13,-11,-12,16,0,10
CCc1ccc(Nc2nnc(SCC(=O)N(C)CC(=O)Nc3ccccc3CC)s2)cc1,-21,2,6,-8,9,-34,-13,-6,5,0,-8
COc1cccc(NC(=O)CSc2ccc(-c3ccco3)nn2)c1,1,-8,-10,2,6,-32,-23,0,14,0,-2
CCOc1ccc(S(=O)(=O)N(C)CCO)cc1-c1nc2c(C(C)(C)C)nn(C)c2c(=O)[nH]1,23,-13,-20,16,3,-5,2,16,-8,-1,-11
COC(=O)[C@H](C)NC(=O)Nc1ccc(OC(F)(F)F)cc1,3,2,3,-7,7,6,-25,14,-3,1,-2
O=C1[C@@H]2CSCN2C(=O)CN1Cc1c(F)cccc1Cl,-6,7,4,1,9,9,-46,-5,15,-2,-1
CCOC(=O)CSc1nc2ccccc2c(=O)n1C1CCCC1,14,-7,-4,4,-13,12,-27,10,-23,-2,-4
Cc1cccc(NC(=O)c2ccc(S(=O)(=O)C(F)F)cc2)c1C,-40,2,-11,-6,3,-61,-6,-6,-17,1,-11
CC1(C)NC(=O)N(CCCCOc2ccc3ccccc3c2Cl)C1=O,-112,5,-3,-54,-2,-172,-28,-43,-9,-2,-44
CCOC(=O)CC(NS(=O)(=O)c1ccc2[nH]c(=O)sc2c1)c1ccc(C)cc1 (configuration not stated),8,3,-6,-18,-3,9,6,3,17,-1,-1
COc1ccc2[nH]cc(CCNS(=O)(=O)c3ccc(C)cc3)c2c1,21,-6,-19,13,6,16,-21,-2,-3,3,-8
O=C(COC(=O)c1cc(=O)[nH]c2ccccc12)NCc1ccccc1Cl,10,-16,9,-13,-3,8,-12,-15,-11,.,-2
COC(=O)CSC1=C(C#N)C(c2ccc(F)cc2)CC(=O)N1 (configuration not stated),10,11,13,5,-3,10,18,8,17,4,12
Cc1nnc(N2C(=O)C(O)=C(C(=O)c3ccco3)C2c2cccc3ccccc23)s1 (configuration not stated),-45,-4,7,-26,-2,-88,-45,1,.,-5,6
CC(=O)Nc1ccc(C(O)(C(F)(F)F)C(F)(F)F)cc1,4,-4,-4,10,5,10,-2,9,-14,4,7
CC(=O)ON1C(C)(C)CC(OC(=O)c2ccccc2)CC1(C)C,7,-6,12,-25,1,-7,-18,-15,-9,1,1
CN(NS(=O)(=O)c1ccc(F)cc1)c1ncc(C(F)(F)F)cc1Cl,9,17,4,-4,7,17,-6,17,-1,-1,4
O=C(N/N=C(\c1ccccc1)c1cccnc1)C(O)(c1ccccc1)c1ccccc1,2,-14,33,1,-11,21,8,5,20,-2,3
COc1ccc(S(=O)(=O)c2nnn(-c3ccccc3Cl)c2N)cc1,10,-4,-2,4,9,17,-23,-8,2,7,10
O=C(Nc1ccccc1)NC1CCCCCCC1,-214,-8,7,-44,-2,-212,-80,-34,.,0,.
COc1ccc(O)c(/C=N/NS(=O)(=O)c2ccc(C)cc2)c1,6,-46,-41,-2,-9,12,-25,-36,-18,6,-4
Cc1cc(C)c(OCCN(C)Cc2ccccc2)c(Br)c1,-7,0,-1,-18,12,-11,-6,-16,-3,-2,-15
CCCCOC(=O)C(C#N)c1nc2ccccc2nc1N1CCOCC1 (configuration not stated),11,15,-1,-10,-8,18,-10,6,-5,2,0

# Single records (already shown). Order of screens: Peg3 prom inh, TRAIL sens C8, CF NFkB block, TROY signal inh, KKLEB tox, HIF-2a block, NR2E3 ag-1, TWEAK-Fn14 inh, Shn3 inh set2, NR2E3 ag-2, MITF TRPM1 inh
# CC(NC(=O)OCc1ccccc1)C(=O)NCC(=O)NC(Cc1ccc(OC(C)(C)C)cc1)C(=O)OC(C)(C)C (configuration not stated) is listed as 7, -16, 19, 13, 10, 10, 2, -1, 8, 1, -4
# COc1ccc(S(=O)(=O)c2nnn(-c3ccccc3Cl)c2N)cc1 is listed as 10, -4, -2, 4, 9, 17, -23, -8, 2, 7, 10

# The list goes on:
SMILES,Peg3 prom inh,TRAIL sens C8,CF NFkB block,TROY signal inh,KKLEB tox,HIF-2a block,NR2E3 ag-1,TWEAK-Fn14 inh,Shn3 inh set2,NR2E3 ag-2,MITF TRPM1 inh
CN(C)c1ccc(/C=N/NC(=O)c2sccc2-n2cccc2)cc1,-168,-8,-25,14,-12,-303,1,0,-40,0,-22
O=c1[nH][nH]c(C(F)(F)F)c1C=Nc1cccc(Cl)c1,13,-1,8,-3,-13,20,-20,5,-1,1,7
CN(CC(=O)Nc1ccc(S(N)(=O)=O)cc1)Cc1ccccc1F,6,-10,26,-1,1,5,-5,-4,5,1,2
O=C(O)c1cccc2c1C(=O)c1cc([N+](=O)[O-])ccc1-2,1,4,-10,-17,1,10,-16,3,-12,.,3
C[C@@H](C(=O)OCn1nnc2ccccc2c1=O)N1C(=O)C2CCCCC2C1=O (some centres not stated),5,-9,-5,1,18,9,2,1,-5,3,7
CCN(CC)C(=O)Nc1cnc2ccccc2c1,-41,-5,0,-2,1,-100,-23,-20,1,-2,-13
Nc1ccc(-c2nc3ccc(N)cc3s2)cc1,-50,84*,-34,28,-6,-13,-74,74*,-1,1,-2
CCOC(=O)N1CCN(C(=S)NC(=O)c2cccc(OC)c2)CC1,1,1,-24,2,10,10,14,-9,12,.,-3
COC(=O)c1ccc(-c2ccc(F)cc2)nc1C,-308,3,15,-56,9,-229,-67,-20,-86,-2,-90
COc1ccc(C(=O)C(c2ccccc2)N2CCOCC2)cc1 (configuration not stated),22,2,-10,-23,-1,16,-13,9,-9,2,-6
CC(=O)NCCC(=O)N1CCc2c([nH]c3ccccc23)C1c1cccc(C)c1 (configuration not stated),-78,0,-10,-16,6,-133,-98,16,-28,4,0
COCCN(C(=O)C1CCN(C(=O)c2ccccc2C)CC1)c1c(N)n(CC(C)C)c(=O)[nH]c1=O,5,4,-11,-6,-2,7,23,18,3,3,-8
CCOc1cc(OCC)cc(C(=O)N2CCC[C@H]2C(=O)N2CCC[C@H]2C(=O)N[C@@H](C)c2ccccc2)c1,.,-8,.,11,.,5,-5,5,.,.,.
CNc1ccc(Br)cc(C(=O)/C=C/c2ccc(OC)cc2OC)c1=O,-45,-27,-2,-17,0,4,-51,15,0,1,10
Cc1ccc(-n2c(O)c(/C=C3/C(c4ccccc4)=Nc4ccccc43)c(=O)[nH]c2=O)cc1,-50,-8,42,-23,-12,35,-74,71*,-16,-3,-6
Cn1c(=O)c2c(ncn2CC(=O)N/N=C/c2ccco2)n(C)c1=O,-4,-4,0,-12,-8,16,-1,11,0,1,-9
CSc1nc(N)n2nccc2n1,2,-15,1,22,-20,15,7,-2,-6,.,.
S=C(NCc1ccccn1)Nc1ccc(Cl)c(Cl)c1,-97,-11,1,-47,1,-158,-21,-19,9,0,8
C[C@@H]1COC(=O)[C@@H](CC(=O)OC(C)(C)C)C/C=C\C[C@@H](CC(=O)N[C@@H](CO)Cc2ccccc2)C(=O)N1,-5,-7,-2,-5,11,3,-7,-4,-9,.,14
Cc1ccc(NC(=O)C2=C(O)c3ccccc3N(C)S2(=O)=O)cc1,-11,-7,-19,-41,-3,-9,-26,6,-17,6,5
Cc1cc(C)n(-c2nnc3c4ccccc4n(C)c3n2)n1,-256,42,-5,-64,-7,-259,-91,-34,.,4,-42
CCOc1ccc(NC(=O)CN(C)C(=O)C2CC(=O)N(CCc3ccc(OC)c(OC)c3)C2)cc1OCC (configuration not stated),-6,2,4,0,1,-69,-36,4,-1,.,2
CN(CCN1CCOCC1)C(=O)c1cc(COc2ccc(F)cc2Cl)on1,-24,12,8,-31,11,-43,-29,-9,0,.,.
CC1(C)CC(=O)c2c(O)cc(OCC(=O)NCCc3ccc(S(N)(=O)=O)cc3)cc2O1,8,-18,-8,4,3,6,4,-28,-1,1,-3
COc1ccc(NC(=S)N/N=C2\CC(C)(C)Oc3ccc(O)cc32)cc1,30,6,24,-8,-27,13,-11,-7,22,-5,2
NS(=O)(=O)c1ccc(CCNC(=O)c2ccc(Cl)c(S(=O)(=O)N3CCCCCC3)c2)cc1,29,30,12,33,-14,12,3,43,13,.,33
CCCCn1c(=O)n(CC(=O)Nc2c(CC)cccc2CC)c(=O)c2c1nc(CO)n2CCC,8,4,2,-1,0,16,-32,14,2,-3,3
CN(CC(=O)NCc1ccc(Cl)cc1)S(=O)(=O)c1cccc2nsnc12,15,-13,-2,6,-31,10,-32,-6,2,-6,7
COc1ccc(C(=O)Nc2ccnn2C2CCN(Cc3ccncc3)CC2)cc1,-9,2,-62,-4,18,0,-10,-1,1,3,-5
COc1ccccc1-c1ccc(SCC(=O)NC2CCCCC2)nn1,-13,4,0,-4,2,-2,19,-8,1,3,0
CCc1ccc(NC(=O)Nc2c(C)n(C)n(-c3ccccc3)c2=O)cc1,3,-8,-26,13,8,5,-4,-4,9,2,7
CC(C)C[C@H](NC(=O)c1nc[nH]c1C(=O)N1CCN(c2ccccc2)CC1)C(=O)OC(C)(C)C,12,5,12,-14,0,8,-5,-22,-12,-3,1

# High-throughput results: PubChem BioAssay, several laboratories
